# High-throughput results: PubChem BioAssay, Southern Research Specialized Biocontainment Screening Center
# inhibitors of VEEV – inhibitors of VEEV TC-83 cytopathic effect, confirmation, Vero cells (AID 588727) | inhibition, % at 20 µM; hits with a dose series show IC50 in µM | hit rate 0.13% among 350,000 | Vero cells, VEEV TC-83 cytopathic effect inhibition; higher % means a stronger effect; in the data active = a potency from the dose series; inconclusive = inhibition mostly from about 14% at the one dose, without a potency; inactive = the rest, 99 in 100 with inhibition below about 12%; note: strong numbers were not always called active
# H37Rv inhibition – M. tuberculosis growth inhibition, HTS (AID 449762); M. tuberculosis H37Rv growth inhibition, 7H9 media; higher % means a stronger effect; inhibition, % at 25 µM; hits with a dose series show IC50 in µM; hit rate 0.59% among 330,000; in the data active = a potency from the dose series; inconclusive = inhibition above about 70% without an active follow-up result;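 note: bacterial growth assessed after seven days of incubation; strong numbers were not always called active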
# H1N1 NS1A inhibition – NS1A inhibition, H1N1 influenza, cell based functional assay (AID 504329). NS1A functional cell-based assay, percent inhibition; higher % means a stronger effect. one-dose inhibition, % at 12.5 µM; IC50 in µM for titrated hits. hit rate 0.3% among 340,000; in the data active = a potency from the dose series; inconclusive = inhibition above about 27% without an active follow-up result; note: strong numbers were not always called active
# PhoP GFP inhibition – PhoP regulon inhibitors, Salmonella typhi PhoP promoter GFP reporter, confirmatory (AID 1850). hit rate 0.33% among 310,000. Salmonella Typhi PhoP-promoter GFP reporter, fluorescence, 4 h; higher % means a stronger effect. one-dose inhibition, % at 50 µM; IC50 in µM for titrated hits; in the data active = a potency from the dose series; inconclusive = inhibition mostly from about 25% at the one dose, without a potency; inactive = the rest, 99 in 100 with inhibition below about 19%;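 note: 0% = induced wells with vehicle and 100% = uninduced wells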
# tuberculosis growth – growth inhibition of non-replicating M. tuberculosis (AID 488890); Mycobacterium tuberculosis non-replicating, growth inhibition; higher % means a stronger effect; inhibition, % at 25 µM; hits with a dose series show IC50 in µM; hit rate 0.39% among 320,000; in the data active = a potency from the dose series; inconclusive = inhibition mostly from about 82% at the one dose, without a potency; inactive = the rest, 99 in 100 with inhibition below about 76%;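 note: plate controls were DMSO cells for no effect and high antibiotic wells for full effect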
# inhibitors of VEEV 10K pilot screen – second read-out of inhibitors of VEEV, no call of its own (marks repeat the call); inhibition, %; measured here: 10K pilot screen inhibition
# * marks the source's active call; other numbers are inactive results; i = inactive; ? = inconclusive; · = no result given.
SMILES,inhibitors of VEEV,H37Rv inhibition,H1N1 NS1A inhibition,PhoP GFP inhibition,tuberculosis growth,others
O=C(CN(c1ccccc1)S(=O)(=O)c1ccc(Cl)cc1)Nc1ccccc1C(=O)N1CCCC1,i,-3%,8%,-1%,16%,
O=S1(=O)N=C(N2CCN(Cc3ccccc3)CC2)c2ccccc21,0.2%,-1%,0%,0%,-2%,
OC(c1nc2ccc(F)cc2[nH]1)C(O)c1nc2ccc(F)cc2[nH]1 (stereo not given),0.3%,5%,-10%,-6%,14%,
COc1cccc(CNC(=O)c2nnn(CC(=O)Nc3ccc(Br)cc3)c2N)c1,2.5%,8%,6%,2%,-2%,
CCOC(=O)CSC1=C(C#N)C(=O)NC(c2ccc(OC)cc2)S1 (stereo not given),3.0%,-1%,-7%,0%,-27%,
Cc1ccc(C)c(C(=O)NC(C)CCc2ccccc2)c1 (stereo not given),0.3%,-6%,-2%,2%,12%,
CCC/C(=C1/c2ccccc2C(=O)N1c1ccccc1)c1ccc2c(c1)OCCO2,2.1%,4%,1%,·,-3%,
COc1ccc(Nc2nc(N)nc(CN3CCC(Cc4ccccc4)CC3)n2)cc1,7.3%,27%,-4%,5%,?,
CN(C)S(=O)(=O)c1cccc(NC(=O)COc2cccc(C#N)c2)c1,i,-4%,0%,-11%,35%,inhibitors of VEEV 10K pilot screen=1.6
COc1cc(NC(=O)Cn2cnc(S(=O)(=O)N3CCC(C)CC3)c2)cc(OC)c1OC,1.2%,6%,0%,3%,-10%,
CC1CCCC(C)N1C(=O)COC(=O)CSc1ccc(C(N)=O)cc1[N+](=O)[O-] (stereo not given),0.9%,3%,-5%,4%,-18%,
CCc1nn(C(C)C(=O)NCCN2CCN(c3cccc(C)c3C)CC2)c(=O)c2cc3occc3n12 (stereo not given),5.9%,52%,8%,-2%,63%,

# A draw from above in order of formula weight, rising.
SMILES,inhibitors of VEEV,H37Rv inhibition,H1N1 NS1A inhibition,PhoP GFP inhibition,tuberculosis growth,others
CCC/C(=C1/c2ccccc2C(=O)N1c1ccccc1)c1ccc2c(c1)OCCO2,2.1%,4%,1%,·,-3%,
COc1cccc(CNC(=O)c2nnn(CC(=O)Nc3ccc(Br)cc3)c2N)c1,2.5%,8%,6%,2%,-2%,
CCc1nn(C(C)C(=O)NCCN2CCN(c3cccc(C)c3C)CC2)c(=O)c2cc3occc3n12 (stereo not given),5.9%,52%,8%,-2%,63%,

# (listing goes on)
SMILES,inhibitors of VEEV,H37Rv inhibition,H1N1 NS1A inhibition,PhoP GFP inhibition,tuberculosis growth,others
O=C1Nc2ccccc2N(O)N1c1cc(-c2ccc(Cl)cc2)[nH]n1,0.1%,-3%,-6%,-3%,5%,
O=C(CNC(=O)C1CCCCC1)Nc1ccc(Cl)cc1,0.4%,-6%,-21%,2%,2%,
COc1ccc(N2CCN(CCCNC(=O)Nc3ccccc3)CC2)cc1,i,6%,16%,-5%,38%,
CC(=O)N1N=C(c2cccc(Cl)c2)OC1c1cccc([N+](=O)[O-])c1 (stereo not given),1.4%,11%,2%,-5%,11%,
CCCCSc1nnc(-c2ccc(OC)cc2)n1C,1.7%,-1%,8%,4%,29%,
Cc1ccc(C2(C)NC(=O)N(CC(=O)Nc3nc(-c4ccccn4)cs3)C2=O)cc1 (stereo not given),14%,?,11%,-5%,78%,
CC(=O)c1ccc(NC(=O)NC2CC(=O)N(c3ccc4c(c3)OCCO4)C2)cc1 (stereo not given),2.6%,1%,-3%,5%,3%,
N#Cc1ccccc1Sc1ccccc1C(=O)OCC(N)=O,0.6%,-1%,-9%,-2%,-6%,
CC1CN(S(=O)(=O)c2cccc(C(=O)NCc3ccc4c(c3)OCO4)c2)CC(C)O1 (stereo not given),i,-10%,9%,9%,15%,
CC(C)CC(=O)N1CCN(Cc2ccc3ccccc3c2)CC1,i,-6%,-3%,-3%,-6%,
CCOC(=O)NC1(Nc2cccc(Cl)c2)Oc2ccccc2O1,0.6%,7%,-7%,4%,51%,
Cc1cccc(C)c1NC(=O)CNC(=O)c1c(C)nn(C)c1Cl,i,3%,-4%,-32%,-14%,
CCOC(=O)CCCCC(=O)c1[nH]c(=O)[nH]c1C[n+]1ccccc1,·,0%,·,-8%,-2%,
CN(O)/C=C/C(=O)c1ccc(Br)cc1,1.9%,9%,·,8%,21%,
Cc1cccc(CCNC(=O)CNS(=O)(=O)c2ccc3nc(C)sc3c2)c1,i,-2%,3%,-7%,0%,
O=C(CNC(=O)c1ccco1)Nc1ccc(N2CCCCCC2)cc1,6.5%,2%,3%,·,32%,
CCOc1ccc(OCC(=O)Nc2ccccc2C(F)(F)F)cc1,2.1%,?,-4%,0%,59%,
COc1ccc(/C=N/NC(=O)C(Cc2c[nH]c3ccccc23)NC(=O)OCC(C)C)cc1[N+](=O)[O-] (stereo not given),5.3%,·,14%,0%,30%,
COc1ccc(NC(=O)CN(C)CC(=O)Nc2sc3c(c2C#N)CCC3)cc1,6.1%,-9%,-12%,·,12%,
CC1CCCN(C(=O)c2nn(C)c3c2CS(=O)(=O)c2ccccc2-3)C1 (stereo not given),0.9%,6%,9%,-6%,-3%,
CCCC[C@@H](CNC)NC[C@H](Cc1ccc(O)cc1)NCCc1ccc(OCC)cc1,i,70%,-3%,-4%,79%,
CNC(=O)c1[nH]cnc1C(=O)Nc1ccc(OC)cc1,0.8%,5%,-7%,7%,26%,
NC(=O)CC1C(=O)N(c2ccccc2)C(=S)N1NC(=O)c1ccc(Br)cc1 (stereo not given),3.9%,7%,3%,3%,-6%,
O=c1c(-c2ccc(O)cc2)coc2cc(O)cc(O)c12,5.6%,-7%,-12%,16%,-7%,
CCOc1ccc(C2CC(=O)c3c([nH]c(C(=O)OC)c3C)C2)cc1OC (stereo not given),0.6%,0%,1%,2%,4%,
O=c1oc2c(-c3ccc([N+](=O)[O-])cc3)cc(O)cc2s1,i,1%,-14%,-10%,5%,
Cc1cc(SCC(=O)NC(=O)NCc2ccco2)nc2ccccc12,7.5%,1%,2%,-8%,24%,
Oc1c(CN2CCCCC2)cc(Br)c2cccnc12,9.1%,40%,3.5µM*,18µM*,?,
c1ccc2cc(OCCCn3ccnc3)ccc2c1,4.8%,1%,-25%,-1%,i,
COC(=O)CN1C(=O)[C@H]2[C@@H](/C=C/c3ccccc3)N3C(=O)CN(Cc4ccccc4)C(=O)[C@@]3(C)[C@H]2C1=O,0.8%,1%,0%,1%,12%,
Cc1cc(C(F)F)n2ncc(C(=O)NC3CCCCCC3)c2n1,0.5%,21%,1%,-8%,50%,inhibitors of VEEV 10K pilot screen=0.5
CN(C(=O)/C=C/c1ccc(F)cc1)C1CCCCC1,i,57%,·,7%,22%,
Cc1ccc(S(=O)(=O)NCCC(=O)NNC(=O)COc2ccc(Br)cc2)cc1C,i,-4%,-4%,·,-19%,
CC(C)c1ccc(NC2CCCN(C(=O)c3ccnn3C)C2)cc1 (stereo not given),1.9%,2%,-1%,0%,-6%,
COCCCNC(=S)Nc1ccccc1[N+](=O)[O-],0.8%,-9%,-12%,1%,24%,
COc1ccc(OC(C)C(=O)NC(C)c2ccccc2)cc1 (stereo not given),0.3%,11%,10%,-8%,-8%,
CC(C)CC(C(=O)N1CCOCC1)N1Cc2ccccc2C1=O (stereo not given),i,-4%,4%,-6%,-17%,
O=C(COC(=O)c1ccc(O)cc1)Nc1cccc(S(=O)(=O)NC2=NCCC2)c1,i,-15%,-11%,·,0%,
CN(C)c1cccc(C(=O)OCC(=O)Nc2ccccc2Sc2ccccc2)c1,0.4%,8%,0%,1%,21%,
O=C(Nc1ccc(NS(=O)(=O)c2ccccc2)cc1)c1ccc(Cl)cc1,i,4%,1%,2%,8%,
O=c1cc(-c2ccccc2)oc2cc(OCc3ccccc3)cc(O)c12,0.7%,10%,-3%,-6%,-1%,
CSc1nc2ncc(C#N)cn2n1,0.3%,-1%,3%,-15%,-19%,
NC(=S)Nc1cccc(F)c1,0.8%,-1%,8%,-4%,38%,
CC(NC(=O)CCc1nnc(C2(c3ccc(Cl)cc3)CCC2)o1)C1CC1 (stereo not given),1.6%,4%,4%,-4%,-21%,
COc1ccc(N(CC(=O)NCCSCc2ccco2)S(=O)(=O)c2ccccc2)cc1Cl,6.6%,-14%,8%,1%,6%,
CC(C)C1C(C#N)=C(N)SC(N)=C1C#N,i,2%,0%,6%,11%,
O=C(NCC(=O)N1CC=C(c2ccccc2)CC1)c1ccccc1Br,5.7%,-14%,-8%,-4%,22%,
Cc1ccc(-c2nnc(SCC(=O)N3c4ccccc4NC(=O)C3(C)C)n2N)cc1,1.9%,-2%,-18%,-9%,16%,

# Quoted at random: 6 compounds from above, in no set order.
SMILES,inhibitors of VEEV,H37Rv inhibition,H1N1 NS1A inhibition,PhoP GFP inhibition,tuberculosis growth,others
CC(C)CC(C(=O)N1CCOCC1)N1Cc2ccccc2C1=O (stereo not given),i,-4%,4%,-6%,-17%,
O=C(Nc1ccc(NS(=O)(=O)c2ccccc2)cc1)c1ccc(Cl)cc1,i,4%,1%,2%,8%,
O=c1cc(-c2ccccc2)oc2cc(OCc3ccccc3)cc(O)c12,0.7%,10%,-3%,-6%,-1%,
NC(=S)Nc1cccc(F)c1,0.8%,-1%,8%,-4%,38%,
O=C(COC(=O)c1ccc(O)cc1)Nc1cccc(S(=O)(=O)NC2=NCCC2)c1,i,-15%,-11%,·,0%,
CC(NC(=O)CCc1nnc(C2(c3ccc(Cl)cc3)CCC2)o1)C1CC1 (stereo not given),1.6%,4%,4%,-4%,-21%,

# Later entries:
SMILES,inhibitors of VEEV,H37Rv inhibition,H1N1 NS1A inhibition,PhoP GFP inhibition,tuberculosis growth,others
O=C(NCC1CCCO1)c1ccc(Br)c(S(=O)(=O)N2CCOCC2)c1 (stereo not given),0.2%,-3%,0%,·,-6%,
NC(=O)c1oc2ccccc2c1NC(=O)CCc1ccccc1,7.3%,-3%,-6%,·,·,
Nc1ccc(-n2nncc2-c2ccccc2)cc1,0.3%,-8%,0%,-12%,-15%,
Cc1ccccc1Nc1nc(N)nc(CSc2ccccc2)n1,1.6%,11%,-6%,-11%,22%,
COC(=O)c1c(-c2ccc(C)cc2)csc1NC(=S)NC(=O)c1ccc(F)cc1,i,8%,1%,-9%,14%,
CCn1c(SCC(=O)N2CCc3ccccc32)nnc1-c1ccco1,1.1%,-13%,3%,4%,1%,
CCN(CC)c1ccc(/C=N/N2CCOCC2)cc1,2.0%,-5%,9%,-1%,-10%,
Cc1ccc(SCCC(=O)N2CCC(C)CC2)cc1,i,3%,-2%,1%,70%,inhibitors of VEEV 10K pilot screen=0.1
Cn1c(Cc2ccccc2)nnc1SCC(=O)NCCc1ccccc1,1.5%,0%,-1%,1%,17%,
CC1CC(C)CN(C(=O)c2ccc(NS(=O)(=O)c3ccc4[nH]c(=O)[nH]c4c3)cc2)C1 (stereo not given),2.9%,-1%,-1%,-12%,52%,
CCN(CC)CCCNC(=O)CC1Sc2ccccc2NC1=O (stereo not given),1.8%,1%,-3%,-4%,5%,
COc1ccc(Br)cc1CNCCSc1nnnn1C,1.2%,-3%,-4%,-6%,7%,
C=CCc1c(N(CC)CC)nc(C)[nH]c1=O,0.5%,-7%,16%,-1%,1%,
COc1ccc(NC(C#N)c2ccccc2OCc2ccccc2)cc1 (stereo not given),i,?,10%,-3%,67%,
N=c1c2c(n(Cc3ccccc3)c3c1CCC3)CCC2,0.7%,-1%,2%,-3%,7%,
COc1cccc(C2=CC(=O)C[C@H](c3ccc(F)cc3)C2)c1OC,i,3%,5%,·,11%,
CCOC(=O)c1c(CN(C)C)oc2cc(CN(C)C)c(O)c(CSc3ccccc3)c12,1.3%,-4%,>100µM*,-9%,-2%,
CC(=O)c1cccc(CN2CCC(n3nccc3NC(=O)CCCc3ccccc3)CC2)c1,6.2%,1%,-5%,-5%,0%,
CCCc1c(C(=O)Nc2ccc(F)cc2)cnn1-c1ccccc1,7.4%,6%,-2%,8%,25%,
CC(C)(C)OC(=O)N1CCC(C(=O)N[C@@H](Cc2ccccc2)C(=O)O)CC1,1.5%,3%,1%,-22%,0%,
Cc1cc(C(=O)NCCc2ccc(S(N)(=O)=O)cc2)no1,0.1%,-8%,-4%,6%,-10%,
COc1ccc(/C=N/NC(=O)c2c(C)n(C)c3ccc(OC)cc23)c(OC)c1,0.3%,5%,-5%,-4%,-12%,
CN(c1ccccc1)S(=O)(=O)c1cccc(C(=O)N2CCCCCC2)c1,1.2%,·,-5%,·,·,
O=C1CCCN1c1ccc(S(=O)(=O)Nc2ccc3c(c2)OCCO3)cc1,i,13%,-4%,-12%,11%,
Cc1ccc(S(=O)(=O)c2cc(O)ccc2O)cc1C,3.1%,-4%,-6%,1%,11%,
